S1P4 agonist: activates the human S1P4 receptor | 0.35% of 220,000 active | activation, % at 4.98 µM | O95977 | AID 1509 | S1P4-expressing cell line, agonist reporter assay; in the data active = activation above about 11%;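 also: 0% = DMSO vehicle and 100% = reference agonist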
S1P4 antagonist: antagonists of human S1P4 receptor | O95977 | S1P4-expressing cells, antagonist mode, reporter read-out | inhibition, % at 4.98 µM | 0.26% of 220,000 active | AID 1510; in the data active = inhibition above about 29%;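 also: 0% = wells stimulated with agonist and 100% = vehicle wells without agonist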
TRPML3 agonist: agonists of human TRPML3 channel; Q8TDD5; HEK293 TRPML3-YFP, Fluo-8 calcium fluorescence; 100% = the carbachol control signal; activation, % at 3 µM; 0.29% of 220,000 active; AID 1448;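 active = activation above its plate's cutoff, the mean activation of the plate's test wells plus 3 SD, cut at about 12% in these data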;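 also: 0% = DMSO only wells and 100% = carbachol wells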
Target sequence (Q8TDD5 whole entry, looked up): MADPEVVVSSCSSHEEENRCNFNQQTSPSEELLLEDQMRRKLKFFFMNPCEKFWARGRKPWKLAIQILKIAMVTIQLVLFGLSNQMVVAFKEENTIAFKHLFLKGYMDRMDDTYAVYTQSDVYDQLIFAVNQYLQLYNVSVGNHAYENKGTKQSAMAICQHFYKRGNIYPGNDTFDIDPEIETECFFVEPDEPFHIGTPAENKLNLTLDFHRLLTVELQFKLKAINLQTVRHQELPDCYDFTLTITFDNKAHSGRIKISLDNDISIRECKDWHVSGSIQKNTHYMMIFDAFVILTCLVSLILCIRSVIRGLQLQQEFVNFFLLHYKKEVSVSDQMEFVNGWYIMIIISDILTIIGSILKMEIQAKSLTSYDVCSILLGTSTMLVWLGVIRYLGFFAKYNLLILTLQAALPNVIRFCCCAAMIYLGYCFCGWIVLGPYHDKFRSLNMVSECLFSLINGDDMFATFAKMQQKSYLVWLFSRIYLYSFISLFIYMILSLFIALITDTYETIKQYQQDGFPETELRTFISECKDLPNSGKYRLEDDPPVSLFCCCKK
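Test system: TRPML3-YFP stable HEK293 cells. Doses: single point at 3 µM. Incubation: dye loading 1 h 37 °C then 30 min ambient, 125 s read. Signal: Fluo-8 calcium dye fluorescence, ex 470-495, em 515-575 nm. Measure: percent activation from peak-to-basal fluorescence ratio, scaled between DMSO and carbachol.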
CHOP inh: CHOP inhibition in unfolded protein response. CHO-K1 CHOP-promoter luciferase, tunicamycin-induced, 15-18 h. inhibition, % at 10 µM. 3.8% of 220,000 active. AID 2732;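 active = compounds that reduced the stress-induced luciferase reporter signal by more than about 70% of percent inhibition, limit read from the data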;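 also: 0% = tunicamycin plus vehicle and 100% = wells without tunicamycin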
NPY Y1 blocker: NPY-Y1 (human) receptor antagonism | P25929 | HEK293-CNG Y1 cells, membrane potential fluorescence; NPY at EC95, then isoproterenol | inhibition, % at 3.6 µM | 1% of 200,000 active;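 active = inhibition above the campaign mean inhibition of all tested compounds plus 3 SD, cut at about 20% in these data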;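 also: 0% = DMSO wells given NPY plus isoproterenol and 100% = isoproterenol alone without NPY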
Target sequence (P25929 whole entry, looked up): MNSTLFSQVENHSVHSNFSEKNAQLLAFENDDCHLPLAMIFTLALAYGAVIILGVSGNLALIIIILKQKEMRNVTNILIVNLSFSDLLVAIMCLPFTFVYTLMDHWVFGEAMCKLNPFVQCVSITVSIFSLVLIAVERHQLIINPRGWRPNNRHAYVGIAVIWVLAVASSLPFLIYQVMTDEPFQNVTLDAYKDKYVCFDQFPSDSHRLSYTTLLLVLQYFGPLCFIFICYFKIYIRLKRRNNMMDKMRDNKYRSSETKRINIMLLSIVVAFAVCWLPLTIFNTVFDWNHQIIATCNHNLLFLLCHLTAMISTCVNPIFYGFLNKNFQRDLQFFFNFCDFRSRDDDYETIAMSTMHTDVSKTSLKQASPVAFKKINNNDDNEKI
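Material: HEK293 Y1/CNG channel cell line | Also added: NPY (25 nM), isoproterenol (1 µM), Ro 20-1724 (25 µM) | Compound: One concentration, 3.6 µM, in 0.4% DMSO | Schedule: 3 h dye uptake, 1 h room-temperature compound, 45 min post-isoproterenol | Signal: Membrane-potential fluorescent dye readout | Read-out: % inhibition of NPY effect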
zfTRPN1 agonist: agonists of zebrafish TRPN1 channel | HEK293 zebrafish TRPN1-YFP, Fluo-8 calcium fluorescence; 100% = response to 87 µM carbachol | 0.18% of 220,000 active | activation, % at 3 µM;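 active = activation above its plate's cutoff, the mean activation of test wells on that plate plus 3 SD, cut at about 19% in these data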;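 also: 0% = DMSO alone and 100% = 87 µM carbachol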
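Control set: carbachol 87 µM as high control, DMSO as low control; system: HEK293 stable line with zebrafish TRPN1-YFP; read-out: % activation versus carbachol response; detection: intracellular calcium fluorescence with Fluo-8; doses: single test compound dose, 3 µM nominal, 0.3% DMSO; schedule: dye 1 h 37 °C plus 30 min RT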
NPY1 pot ag: potentiates or activates human NPY-Y1 receptor; P25929; NPY-Y1 expressing cells, potentiator/agonist activation; activation, % at 3.6 µM; 0.37% of 220,000 active; AID 1304; in the data active = activation above about 33%, passing the limit was not always enough;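 also: cells stimulated with NPY at EC10 then isoproterenol at EC100; 0% = low agonist plus stimulus and 100% = saturating agonist plus stimulus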
EP2 mod: modulates human prostaglandin E2 receptor EP2 signaling; P43116; EP2-expressing cells, cAMP HTRF FRET, PGE2 co-stimulation; induction, % at 25 µM; 0.83% of 260,000 active; AID 940;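 active = compounds whose cAMP rise, as percent of the full-agonist control response, exceeds 60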;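 also: rat C6 glioma line stably carrying human EP2 under a CMV promoter; the protocol text gives 20 µM as final concentration; 100% = response of wells given 1 µM PGE2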
NPY2 pot ag: potentiators or agonists of human neuropeptide Y receptor Y2. P49146. cells expressing NPY-Y2, potentiator/agonist read-out. activation, % at 3.6 µM. 0.45% of 220,000 active; in the data active = activation above about 27%;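 also: cells stimulated with NPY near EC25 plus isoproterenol at EC100; 0% = vehicle plus submaximal agonist and 100% = vehicle plus saturating agonist; some results beyond the cut were filed as inactive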
An asterisk follows results filed as active; x = not tested or not shown; & = joins results of further samples.

SMILES	S1P4 agonist	S1P4 antagonist	TRPML3 agonist	CHOP inh	NPY Y1 blocker	zfTRPN1 agonist	NPY1 pot ag	EP2 mod	NPY2 pot ag
CC1CCN(c2ccc(NC(=O)Cc3ccccc3)cc2)CC1	1.2	-10	1.3	-6	-2	0.1	-6	-3	-8
O=C(CSc1nc(C2CC2)nc2ccccc12)N1c2ccccc2Sc2ccccc21	-0.3	-6	0.3	-35	2	0.8	-31	27	-23
CCOC(=O)N1N=C(CC)CC1(O)C(F)(F)F (configuration not stated)	0.0	8	0.9	-29	-3	1.1	6	15	-11
O=C(CCCOc1ccc(Cl)cc1Cl)Nc1ccccn1	0.3	6	0.0	47	1	-0.2	-8	-29	-5
O=C(CCCOc1ccccc1)NCC1CCCO1 (configuration not stated)	-0.1	3	0.5	26	7	0.3	1	19	-17
O=c1c2c3c(sc2ncn1/N=C/c1ccc(Br)o1)CCCC3	3.0	-9	-0.1	46	5	0.1	-3	0	8
CC(NC(=O)c1sc2cc([N+](=O)[O-])ccc2c1Cl)C(C)(C)C (configuration not stated)	0.2	-8	0.8	49	-3	1.0	-10	1	7
COc1ccc(-c2c3c(=O)n(C)c(=O)n(C)c3cn2-c2ccccc2)cc1	1.6	-22	-0.9	24	2	-1.0	2	16	3
O=C(Nc1ccc(Cl)cn1)c1ccc([N+](=O)[O-])o1	49*	25	-0.2	-19	0	1.1	10	-65&-78	-6
CC(C)(C)c1cc(CN2CCC(O)CC2)cc(C(C)(C)C)c1O	2.2	5	0.3	22	5	0.2	-16	-15	-2
CC(C)OC(=O)CCC/C=C\C[C@@H]1[C@@H](CC[C@@H](O)CCc2ccccc2)[C@H](O)C[C@@H]1O	1.5	-9	3.2	52	-2	2.8	15	x	20
CN(Cc1ccccc1)C(=O)COC(=O)c1ccc2ccccc2n1	1.5	-5	-0.5	-10	0	0.2	-7	-41	5

Four entries drawn at random from those above, as already listed:
SMILES	S1P4 agonist	S1P4 antagonist	TRPML3 agonist	CHOP inh	NPY Y1 blocker	zfTRPN1 agonist	NPY1 pot ag	EP2 mod	NPY2 pot ag
CC(C)OC(=O)CCC/C=C\C[C@@H]1[C@@H](CC[C@@H](O)CCc2ccccc2)[C@H](O)C[C@@H]1O	1.5	-9	3.2	52	-2	2.8	15	x	20
O=C(CCCOc1ccccc1)NCC1CCCO1 (configuration not stated)	-0.1	3	0.5	26	7	0.3	1	19	-17
COc1ccc(-c2c3c(=O)n(C)c(=O)n(C)c3cn2-c2ccccc2)cc1	1.6	-22	-0.9	24	2	-1.0	2	16	3
CCOC(=O)N1N=C(CC)CC1(O)C(F)(F)F (configuration not stated)	0.0	8	0.9	-29	-3	1.1	6	15	-11

Next records:
SMILES	S1P4 agonist	S1P4 antagonist	TRPML3 agonist	CHOP inh	NPY Y1 blocker	zfTRPN1 agonist	NPY1 pot ag	EP2 mod	NPY2 pot ag
Cc1ccc(-c2nc3ccccc3c(=O)n2CCCn2ccnc2)cc1	-2.9	1	0.2	8	3	0.1	-14	43	1
COC(=O)C1=C(C)N=C2SC(C)C(=O)N2C1c1ccc(C(=O)OC)cc1 (configuration not stated)	-0.8	-23	0.2	34	-1	0.7	-3	28	1
O=c1oc(-c2ccco2)nc2sc3c(c12)CCCCC3	-0.1	-3	-0.1	-39	0	1.1	9	-1	-8
O=C(c1ccc(N2CN(C(=O)c3ccco3)c3nc4ccccc4nc32)cc1)N1CCOCC1	2.1	-12	-0.1	5	-6	1.0	0	-29	-1
Cc1ccc(C(C)NC(=O)C2CCCO2)cc1C (configuration not stated)	0.5	9	-0.1	20	4	0.5	-17	10	3
COc1ccc(OC)c(C(=O)c2coc3ccc(OC(C)=O)cc23)c1	0.3	-2	-0.9	17	-1	1.0	-22	-7	-9
Cc1ccccc1Oc1nc2ccccc2n2cnnc12	-0.2	-31	0.6	-3	3	1.7	2	-10	9
O=C(O)/C=C/c1cn(-c2ncc(C(F)(F)F)cc2Cl)c2ccccc12	-1.4	-6	0.6	16	0	0.0	-14	-3	-7
Oc1ccc(C(c2nnnn2C2CCCCC2)N2CCOCC2)cc1 (configuration not stated)	-1.6	-16	0.3	19	3	-1.0	5	29	-14
Cn1cc(CN2CCC(N3CCNC(=O)CC3)CC2)c(-c2ccccc2F)n1	1.2	-27	0.5	19	2	1.3	10	13	0
Cc1ccc(C(=O)N(c2ccccc2)C2CC(C)N(C(=O)c3ccco3)c3ccccc32)cc1 (configuration not stated)	1.4	-11	-0.9	12	-8	-0.2	16	52	-5
N#CC1=C(N)SC(N)=C(C#N)C1C1C=CCCC1 (configuration not stated)	1.5	7	0.5	13	-3	0.5	-10	-18	9

An excerpt of these results, with two lines to a compound.
Below each compound – S1P4 agonist	S1P4 antagonist	TRPML3 agonist	CHOP inh	NPY Y1 blocker	zfTRPN1 agonist	NPY1 pot ag	EP2 mod	NPY2 pot ag
Oc1ccc(C(c2nnnn2C2CCCCC2)N2CCOCC2)cc1 (configuration not stated)
    -1.6	-16	0.3	19	3	-1.0	5	29	-14
Cn1cc(CN2CCC(N3CCNC(=O)CC3)CC2)c(-c2ccccc2F)n1
    1.2	-27	0.5	19	2	1.3	10	13	0
Cc1ccc(C(=O)N(c2ccccc2)C2CC(C)N(C(=O)c3ccco3)c3ccccc32)cc1 (configuration not stated)
    1.4	-11	-0.9	12	-8	-0.2	16	52	-5
N#CC1=C(N)SC(N)=C(C#N)C1C1C=CCCC1 (configuration not stated)
    1.5	7	0.5	13	-3	0.5	-10	-18	9

Other structures
SMILES	S1P4 agonist	S1P4 antagonist	TRPML3 agonist	CHOP inh	NPY Y1 blocker	zfTRPN1 agonist	NPY1 pot ag	EP2 mod	NPY2 pot ag
S=C(Nc1ccc(Oc2ccccc2)cc1)NC1CCCCCC1	2.8	-5	3.6	37	1	4.4	13	-22	2
CCOc1ccc2[nH]c(=O)c(C(c3nnnn3Cc3ccco3)N3CCN(C)CC3)cc2c1 (configuration not stated)	-0.6	-21	0.4	-10	-2	1.2	6	26	-4
CCOC(=O)c1c(N)nn(C(=O)C(C)C)c1-c1ccc(OC)cc1	0.3	-6	-0.3	45	3	-1.6	-25	48	-12
Fc1cccc(CN2CCN(C(=S)NCCc3ccccc3)CC2)c1	0.3	-5	1.2	4	-1	3.4	-6	-47	4
CCOc1ccc(NC(=O)N(CCN(C)C)C(C)c2ccncc2)cc1 (configuration not stated)	-1.6	12	0.1	3	8	1.2	5	12	-11
Cc1[nH]c2ccccc2c1-c1csc(NC(=O)CSCC(=O)O)n1	0.2	1	-0.2	11	x	-0.4	-3	10	8
N#Cc1c(NC(=O)C2CCCO2)sc2c1CCCCCC2 (configuration not stated)	1.6	5	0.3	-27	-1	-0.1	5	-14	5
O=C(CN1CCN(c2ncccn2)CC1)Nc1ccccc1-n1cccc1	1.2	10	1.3	47	3	3.6	0	-13	-9
CC1=C(C(=O)N2CCOCC2)C(c2ccc(Br)cc2)NC(=S)N1c1ccccc1 (configuration not stated)	0.4	-15	1.1	9	8	0.2	-5	27	6
CN(CCC#N)C(=O)COC(=O)c1cc(Cl)cc(Cl)c1N	-0.7	4	0.8	29	2	0.0	2	19	13
O=C(NC1CCCC1)C1CC(=O)N(C2CCCCCCC2)C1 (configuration not stated)	0.1	-2	1.3	2	-8	2.0	6	6	6
COc1ccccc1/C=N/NC(=O)C1=NNC(c2ccccc2)(c2ccccc2)C1	-1.9	-18	1.2	13	8	-1.1	-2	8	6
Nc1c(C(=O)N/N=C/c2ccc([N+](=O)[O-])cc2)cnn1-c1ccccc1	-3.2	14	0.8	-5	x	1.3	8	-49	-11
Cc1nn(-c2ccccc2)nc1-c1nnc(-c2ccc(C(F)(F)F)cc2)o1	-0.3	8	0.5	-18	x	-1.4	-25	9	11
COc1ccc(/C=C(\NC(=O)c2ccco2)C(=O)NCCc2nc3ccccc3[nH]2)cc1	0.1	2	0.4	-18	x	1.1	12	-17	7
Cc1cccc(-n2[nH]c(C)c(C=Nc3ccc4[nH]c(=O)[nH]c4c3)c2=O)c1	1.1	-7	0.2	16	0	2.9	2	-4	14
CC(C)CC1=NN(C(=O)c2cccnc2)C(O)(C(F)(F)F)C1 (configuration not stated)	-0.2	-3	0.8	20	-2	0.7	-9	2	6
CCOc1ccc(-c2nn3c(-c4ccc(F)cc4)nnc3s2)cc1	-1.0	-15	1.0	x	-1	-0.3	-19	x	-1
CCC(C)Sc1nnc(Cc2cc(=O)[nH]c(=O)[nH]2)n1-c1ccc(OC)cc1 (configuration not stated)	-1.1	-23	-0.1	23	4	-0.6	2	3	-10
CCS(=O)(=O)N1Cc2ccccc2CC1C(=O)N1CCN(c2cccc(C)c2C)CC1 (configuration not stated)	-1.8	5	-0.2	19	-1	-2.7	-7	-28	-3
Cc1ccccc1-c1nc(CN2CCC(C(=O)O)CC2)c(C)o1	1.4	-1	0.8	27	1	0.3	5	18	1
Cc1nn(C)c(C(=O)NC2C3CC4CC(C3)CC2C4)c1Cl (configuration not stated)	0.6	-8	-0.2	-26	8	-0.6	-6	40	-5
CC(Sc1nnc(Cc2cccs2)n1C1CCCCC1)C(=O)N1CCc2ccccc21 (configuration not stated)	3.3	10	-0.9	27	1	-1.2	-6	36	5
Cc1ccc(NC(=O)Nc2ccc(F)c(Cl)c2)cc1	-2.0	-1	3.5	7	-8	9.2	15	-40	11
O=C(COC(=O)c1ccccn1)Nc1cccc2ccccc12	1.5	8	0.5	-20	8	0.3	14	-6	11
CCOC(=O)C1CSC(CC(=O)Nc2ccc(Cl)c(Cl)c2)C(=O)N1 (configuration not stated)	-0.1	9	0.1	4	-5	0.8	7	-10	-2
O=c1oc2c3c4c(cc2c2c1CCC2)OCCN4CCC3	1.0	-2	0.5	15	4	0.8	-6	-4	-10
Cn1c(=O)[nH]c(=O)c2c1nc(N1CCN(CCO)CC1)n2CCSc1nc2ccccc2s1	1.4	-21	0.7	14	6	0.8	-10	3	-1
CC(=O)NC(=S)Nc1ccc(S(=O)(=O)N2CCOCC2)cc1	1.5	-15	1.1	5	3	1.2	13	-40	-4
c1ccc(CNc2nc3ccccc3[nH]2)cc1	0.2	10	-0.2	-25	14	-0.8	-31	5	-7
Cc1cc(C)c(C#N)c(SCc2ccc(F)cc2)n1	0.6	-14	0.2	25	5	-1.4	-8	55	-4
CCOC(=O)N1CCN(C(=S)Nc2cc(S(=O)(=O)N3CCOCC3)ccc2Cl)CC1	0.3	5	0.2	-11	0	1.4	2	-5	3
C#CCN1C(=O)C2C(C(=O)NC)C3C=CC2(O3)C1C(=O)NCc1ccc(OC)cc1 (configuration not stated)	0.6	1	0.6	2	1	2.5	15	37&0	3
CCc1nc(N2CCC(C)CC2)c2oc3ccccc3c2n1	-1.4	-7	-0.6	70*	18	-1.0	-45	70*	-46
